Compound activity from PubChem.
PTAP TSG101 blk = blocks PTAP/TSG101 interaction to inhibit HIV-1 budding. Fluorescence polarization, FITC-PTAP peptide / Tsg101 binding. Potency, µM (doses to about 115 µM), for inactives: at the highest dose activity change, negative = inhibition, hits mostly inhibitors. 340,000 tested, under 10 active; active = well fitted inhibition curve with a large enough effect in the main read-out, with a control signal flat, not every such curve was filed as active; inconclusive = small, poorly fitted or top-dose-only effect, or effect the other way, or a change in a side signal; inactive = no such curve, though single readings can be large or run the other way; note: potency is the fitted concentration of half-maximal effect; % of control where 0% means no effect
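Compounds were pin-transferred onto Tsg101 binding domain (10 uM final) in HEPES pH 7.5 buffer, then FITC-PTAP peptide was added at 50 nM final. After 20 min at RT, polarization reported peptide displacement across a qHTS concentration series.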
TSHR antag = human thyrotropin receptor antagonism; P16473; AID 504810; activity change, negative = inhibition, % at 11.5 µM; 330,000 compounds, 0.2% hits; TSHR-expressing cells, TSH-stimulated cAMP HTRF, 2 h; hits give low values;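 active = activity change below a set negative limit, meaning inhibition stronger than a set level, cut at about -70% in these data; inconclusive = activity change between two set negative limits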; note: % is set by controls: 0 for no effect and ±100 for the full control effect
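TSHR-expressing cells, 200/well, pre-treated with compound, then stimulated with EC80 TSH (4nM final) for 2 hours at 37 deg C. cAMP measured by competitive HTRF: anti-cAMP cryptate antibody in lysis buffer plus cAMP-d2, read after 30 minutes at room temperature.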
a7 integrin act = activates integrin-mediated alleviation for muscular dystrophy | Potency, µM (titrated, usually from 38.3 µM), without a hit: top-dose activation, usual class: activators | alpha7betagal myoblasts, beta-gal FDG fluorescence, 48 h | AID 624291 | 350,000 compounds, 0.064% hits;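 note: potency is the fitted concentration of half-maximal effect; 100% = response of the positive control SU9516; nearly all actives have a fitted effect of over 60% in size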
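Alpha7betagal+/- myoblasts (passage 13) were plated 16-24 hr, then exposed to compounds (1:260 dilution of DMSO stock) for 48 hours at 37C. After MPER lysis, β-galactosidase reporter activity was read as FDG fluorescence (ex 480/em 540) after 30 minutes.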
ELG1 repair inh = inhibitors of ELG1-dependent DNA repair in HEK293T cells | AID 504467 | 330,000 compounds, 2.3% hits | HEK293T ELG1-luciferase reporter, luminescence, 16 h; DNA damage induced by 5-fluorouridine | Potency, µM (highest dose often 46.1 µM), without a hit: at the top dose activity change, negative = inhibition, hits mostly inhibitors; note: potency is the fitted concentration of half-maximal effect; % is set by controls: 0 for no effect and ±100 for the full control effect; nearly all actives have a fitted effect of over 55% in size
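DMSO vehicle served as the neutral condition. Each well held 2,000 cells given 5-fluorouridine plus compound; after 16 hr at 37 °C/5% CO2, ONE-Glo was added and luciferase measured 30 min later.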
BCR signal inh = chronic active BCR signaling inhibition; ABC-DLBCL IkBa-CBG/CBR reporter, luminescence ratio, 4 h; Potency, µM (doses to about 46.1 µM), without a hit: at the highest dose ratio change, negative = lower green/red ratio, usual class: inhibitors; 340,000 compounds, 0.05% hits; AID 493014; active = well fitted inhibition curve with a large enough effect in the signal ratio, with a control signal flat, not every such curve was filed as active; inconclusive = small, poorly fitted or top-dose-only effect, or effect the other way, or a change in a side signal; the % refers to the signal ratio;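 note: potency is the fitted concentration of half-maximal effect; plate controls were basal doxycycline-induced cells for no effect and cells given 10 µM MG132 for full effect; MG132 reads +100%, hits lower the ratio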
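Cell line TMD8 (human ABC DLBCL), stably expressing tet-inducible CBG68-IkBa fusion and CBR; IMDM/0.5% FBS; cpd up to 46 uM; dox induction, 4 h, 37C/5% CO2; dual luminescence; green/red ratio; MG132 control.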
AT treatment = candidate therapy for ataxia-telangiectasia; […] A-T fibroblasts, KAP-1 phosphorylation AlphaLISA; neocarzinostatin DNA damage 30 min before lysis; Potency, µM (series often up to 57.5 µM), for inactives: at the top dose activation, most hits filed as activators; 320,000 compounds, 0.19% hits; note: potency is the fitted concentration of half-maximal effect; % of control where 0% means no effect; nearly all actives have a fitted effect of over 45% in size
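ATM-like activity read as KAP-1 phosphorylation via AlphaLISA donor/acceptor antibody pairs after lysis and 6 hr at 25C. Cells were ATM-null patient fibroblasts ([…], hTERT), dosed 60 min, then exposed to the DSB inducer NCS for 30 min.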
S-ASM inh = blocks human secretory acid sphingomyelinase | P17405 | placental ASM, HMU-PC fluorogenic substrate, 60 min | Potency, µM (series often up to 57.5 µM), without a hit: top-dose activity change, negative = inhibition, hits mostly inhibitors | 340,000 compounds, 0.006% hits; note: potency is the fitted concentration of half-maximal effect
Target sequence (P17405 47-631 limits assumed): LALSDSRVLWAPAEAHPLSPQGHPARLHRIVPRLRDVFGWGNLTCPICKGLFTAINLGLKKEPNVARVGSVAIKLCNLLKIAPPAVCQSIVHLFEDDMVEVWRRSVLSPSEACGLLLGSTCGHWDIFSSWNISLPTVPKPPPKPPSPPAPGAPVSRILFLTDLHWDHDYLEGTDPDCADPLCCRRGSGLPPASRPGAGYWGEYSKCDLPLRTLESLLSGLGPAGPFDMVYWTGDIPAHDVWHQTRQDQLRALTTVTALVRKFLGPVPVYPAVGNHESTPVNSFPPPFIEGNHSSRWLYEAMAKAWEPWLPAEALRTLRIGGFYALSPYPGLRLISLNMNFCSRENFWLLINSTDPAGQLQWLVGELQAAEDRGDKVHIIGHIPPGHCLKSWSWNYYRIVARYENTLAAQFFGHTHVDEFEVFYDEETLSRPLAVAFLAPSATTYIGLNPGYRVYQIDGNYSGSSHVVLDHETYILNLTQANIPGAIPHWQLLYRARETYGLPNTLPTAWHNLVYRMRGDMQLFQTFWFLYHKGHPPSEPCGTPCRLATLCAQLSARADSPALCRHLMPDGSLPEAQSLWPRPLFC
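Steps: dispense placental human ASM, pin compound, wait 10 min at room temperature, add HMU-PC0 substrate at 9 uM final, incubate 60 min at 37 °C, add stop solution raising pH to 10, read fluorescence.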
TCR act = T cell receptor activation; Potency, µM (top dose mostly 9.22 µM), for the others: at the top dose activation of IL-2 secretion, hits mostly activators; AID 504894; 330,000 tested, under 10 active; primary human leukocytes, anti-CD3, IL-2 HTRF, 48 h; note: % of control where 0% means no effect
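TCR engagement came from a-CD3 beads alone, with compounds added to primary human leukocytes for 48 hr. Secreted IL-2 bridged europium cryptate- and d2-labelled anti-IL-2 antibodies, giving FRET emission at 665nm after 320nm excitation.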
Eya2 inh = Eya2 (human) phosphatase inhibition; O00167; recombinant Eya2, OMFP fluorescence dephosphorylation (OMFP is methylfluorescein phosphate); Potency, µM (top dose mostly 76.9 µM), for the others: at the top dose activity, negative = inhibition, actives largely listed as inhibitors; 330,000 compounds, 0.006% hits; AID 488837; note: potency is the fitted concentration of half-maximal effect; % is set by controls: 0 for no effect and ±100 for the full control effect
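Eya2 (0.2 uM) preincubated 10 min at ambient with compound, then OMFP substrate added at 50 uM; 10 min reaction in 50 mM HEPES pH 7.5, 50 mM NaCl, 5 uM MgCl2, 0.05% BSA, 1 mM DTT. Fluorescence read at Ex 485/Em 525 nm.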
Mito fusion act = mitochondrial division inhibition or fusion activation; S. cerevisiae fusion-defective mutant growth rescue, CellTiterGlo 48 h; Potency, µM (series often up to 46.1 µM), without a hit: at the top dose growth rescue (activation), hits mostly activators; 320,000 compounds, 0.23% hits; AID 485298;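 note: potency is the fitted concentration of half-maximal effect; % of control where 0% means no effect; nearly all actives have a fitted effect of over 45% in size; temperature-sensitive fusion mutants such as fzo1-1 at 37 °C on non-fermentable ethanol glycerol medium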
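S. cerevisiae fusion-defective temperature-sensitive mutants (e.g. fzo1-1, mgm1-5) grown 48 h at 37C in YPEG (ethanol/glycerol non-fermentable) medium with 23 nl compound per well; growth rescue read as CellTiterGlo luminescence.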
Tb PFK block = T. brucei PFK enzyme inhibition; O15648; T. brucei PFK, ADP-Glo luminescence; Potency, µM (series often up to 57.5 µM), without a hit: top-dose activity, negative = inhibition, actives largely listed as inhibitors; 330,000 compounds, 0.17% hits;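 note: potency is the fitted concentration of half-maximal effect; 0% = uninhibited 1x PFK enzyme wells and -100% = no-enzyme wells; nearly all actives have a fitted effect of over 60% in size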
Target sequence (O15648 whole entry, looked up): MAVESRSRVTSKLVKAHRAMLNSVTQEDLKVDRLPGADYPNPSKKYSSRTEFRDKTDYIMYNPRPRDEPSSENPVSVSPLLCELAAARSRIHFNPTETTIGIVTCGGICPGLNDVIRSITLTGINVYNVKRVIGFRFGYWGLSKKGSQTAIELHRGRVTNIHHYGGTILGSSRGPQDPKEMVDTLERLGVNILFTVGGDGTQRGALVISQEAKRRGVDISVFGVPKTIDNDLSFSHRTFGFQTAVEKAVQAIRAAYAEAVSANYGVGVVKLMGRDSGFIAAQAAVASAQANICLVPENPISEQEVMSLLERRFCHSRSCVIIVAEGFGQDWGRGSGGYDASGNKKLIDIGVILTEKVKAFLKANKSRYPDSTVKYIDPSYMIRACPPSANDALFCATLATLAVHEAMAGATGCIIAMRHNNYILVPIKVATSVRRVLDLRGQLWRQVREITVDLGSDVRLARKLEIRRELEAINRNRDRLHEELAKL
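Compounds were pin-transferred as a titration series up to 57 uM into substrate buffer (0.5 mM F6P, 0.1 mM ATP, pH 8.0), then 1.25 nM PFK was added and reactions ran 45 min before ADP-Glo detection.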
Active calls of the source: *; i = inactive; u = inconclusive; x = not tested or not shown; [ ] = remark or other dose. Unless noted, calls come from the whole dose curve; as a rule, active = well fitted curve in the direction sought with a large enough effect; inconclusive = small, poorly fitted or top-dose-only effect, or another doubt; inactive = no such curve, though single readings can be large; an effect the other way counts as inactive or inconclusive.

SMILES	PTAP TSG101 blk	TSHR antag	a7 integrin act	ELG1 repair inh	BCR signal inh	AT treatment	S-ASM inh	TCR act	Eya2 inh	Mito fusion act	Tb PFK block
CCOC(=O)c1[nH]c2cc(OC)c(OC)cc2c1NC(=O)CN1CCN(c2ccc(OC)cc2)C(C)C1 (stereo not given)	x	23	x	1.3µM*	u	0%	x	x	6%	11%	1%
Cc1ccc(S(=O)(=O)N2CCN(C(=O)N3CCOCC3)C2C)cc1 (stereo not given)	4%	6	20%	7%	10%	-6%	1%	-2%	12%	-1%	-4%
Cc1cccc(N2C(=N)SCC2=O)c1C	0%	9	20%	4%	-13%	-6%	5%	0%	-16%	0%	-1%
O=C(NCCO)c1ccc2[nH]c3c(c2c1)CCCC3	-1%	-10	-10%	u	-1%	8%	0%	2%	4%[15.4 µM]	-2%	3%
Cc1ccc2nc(C)cc(Nc3ccc4c(c3)OCCO4)c2c1	-2%	-2	0%	23%	0%	-2%	-3%	-1%	0%	6%	0%
Nc1nc(SCC(=O)c2ccc(F)cc2)n[nH]1	-4%	2	-1%	26%	0%	4%	-1%	-4%	-4%	3%	-9%
Clc1nc(-c2ccccn2)nc2scc(-c3ccccc3)c12	-6%	33	-28%	u	u	19%	6%	-2%[46.1 µM]	-11%	15%	-2%
COc1ccc(OC)c(C2C(C(C)=O)=C(O)C(=O)N2CCN2CCOCC2)c1 (stereo not given)	-6%	4	9%	10%	-1%	-1%	-2%	6%	8%	-2%	5%
CN(C)S(=O)(=O)N1CCN(CC(O)COc2ccc(-c3ccccc3)cc2)CC1 (stereo not given)	-6%	-3	1%	21µM*	u	2%	-12%	-1%	0%	-7%	-3%
CCNC(=S)Nc1c(C)n(C)n(-c2ccccc2)c1=O	0%	-6	-12%	15%	7%	-1%	2%	1%	7%	-2%	-3%
Cc1cc(C)nc(N2CCN(CC(=O)NCc3ccccc3)CC2)n1	-9%	1	-2%	9%	-2%	5%	-1%	x	2%	-4%	0%
CCOC(=O)CN1C(=O)C(=O)c2cccc(C)c21	1%	11	-27%	12%	-2%	5%	-3%	8%[46.1 µM]	1%	-7%	-2%
O=C1c2ccc3c4c(ccc(c24)C(=O)N1c1ccc(O)cc1)C(=O)N(c1ccc(O)cc1)C3=O	-2%	7	12%	7%	10%	4%	-8%	-1%	-16%	-1%	2%
CCCCCCC(=O)Nc1nc(C)c(-c2csc(Nc3ccccc3OC)n2)s1	-3%	-37	0%	u	u	7%	1%	0%	19%	8%	0%
COCCn1c(Sc2ccc(C)cc2)nc2c1c(=O)[nH]c(=O)n2C	-3%	9	0%	u	-11%	9%	-2%	13%	0%	21%	2%
COc1cc(NC(=O)c2sc(C)nc2C)c(OC)cc1NC(=O)c1ccccc1	-2%	1	1%	15µM*	12%	-4%	-3%	-2%	u	10%	-5%
O=C(CSc1nnc(COc2ccccc2)n1Cc1ccco1)c1ccc(F)cc1	-9%	-40	0%	u	u	26%	1%	1%	2%	20%	-6%
Cc1[nH]c(=O)[nH]c(=O)c1NS(=O)(=O)c1ccccc1	-4%	-7	-10%	2%	-10%	-1%	1%	-4%[46.1 µM]	-12%	-3%	0%
COc1cc(/C=N/NC(=O)c2ccc(COc3cc(C)ccc3C(C)C)cc2)cc(OC)c1O	1%	-14	2%	5%	-1%	3%	-13%	0%[46.1 µM]	6%	5%	0%
CC(C)CC(=O)Nc1ccnc(-c2ccncc2)n1	-5%	2	0%	-17%	5%	6%	-5%	-11%	12%	-6%	0%
Cc1cc(NC(=O)COc2ccccc2C(N)=O)no1	-1%	-3	10%	u	8%	16%	-3%	-1%	-2%	x	1%
CCCC(=O)Nc1nnc(-c2ccco2)s1	-3%	12	9%	u	u	0%	1%	4%	17%	-1%	21%
COc1cccc(C(=O)NCC(=O)N/N=C(C)\C=C\c2ccccc2)c1	-7%	17	-30%	0%	-28%	-4%	-3%	-2%	1%	22%	-1%
Clc1cccc(N/N=C/c2ccc(N3CCOCC3)cc2)c1	-7%	0	3%	u	-8%	-3%	10%	2%	-1%	-8%	-13%
COc1ccccc1N1CCN(C(=O)CSc2nc3ccccc3c(=O)n2CC2CCCO2)CC1 (stereo not given)	-1%	-2	-3%	23µM*	10%	-2%	4%	0%	-2%	-6%	1%
CCN(CC)S(=O)(=O)c1cccc(C(=O)Nc2ccc(Cl)cn2)c1	-13%	-13	-6%	-28%	u	-1%	2%	x	23%	-18%	2%
NC(=O)[C@H](Cc1cc2ccccc2s1)NC(=O)[C@@H]1CC2(CC(c3cccc(NC(=O)[C@@H]4CCC(=O)N4)c3)=NO2)CN1C(=O)/C=C/c1c(F)cccc1Cl (stereo not given in full)	0%	7	6%	-2%	-3%	-3%	-17%	8%	-2%	1%	-3%
O=C(NC12CC3CC(CC(C3)C1)C2)c1ccc(COc2ccc(Cl)cc2[N+](=O)[O-])o1	1%	5	-11%	u	u	-13%	-5%	3%	-2%	-2%	1%
CC(C)c1ccc(NC2CCCN(C(=O)c3cscn3)C2)cc1 (stereo not given)	-10%	16	4%	-4%	10%	2%	5%	7%	-2%	5%	-7%
CCOC(=O)C1CCN(C(=O)c2ccc3c(c2)NC(=O)/C(=C\c2cccc(C)c2)S3)CC1	-1%	3	1%	15µM*	5%	23%	-18%	5%	11%	6%	-14%
O=C(COC(=O)CCCNC(=O)c1ccc(Cl)cc1)Nc1cc(Cl)ccc1Cl	-2%	0	22%	-3%	-13%	2%	-16%	1%[46.1 µM]	0%	-14%	0%
CCOc1ccc2cc(C#N)c(SCC(=O)NC(C)CC)nc2c1 (stereo not given)	x	-15	x	-10%	1%	-1%	x	x	-9%	-3%	-4%
CC(C)(C)c1nnc(NS(=O)(=O)c2cc(Cl)ccc2Cl)s1	-4%	2	2%	-13%	2%	-7%	1%	4%	-6%	5%	8%
O=C1Nc2ccccc2N(O)N1c1ccc(Cl)c(Cl)c1	-10%	7	-21%	4%	u	-2%	-4%	-10%	0%	-2%	11µM*
O=C(COc1ccc([N+](=O)[O-])cc1)Nc1ccc(CN2CCOCC2)cc1	0%	15	-17%	u	u	0%	0%	1%	-6%	-1%	-15%
C(=N\N1CCOCC1)/c1cccs1	-1%	2	22%	3%	u	0%	3%	9%	7%	-1%	-2%
Cn1c(=O)c2ccccc2n(CC(=O)N2CCCc3ccccc32)c1=O	-1%	15	1%	u	-3%	-1%	-3%[11.5 µM]	8%	2%	3%	-5%
COC(=O)c1c(C(=O)OC)c(C)n(Cc2cccnc2)c1C	-7%	3	5%	-2%	u	2%	0%	0%	6%	-2%	-4%
Cc1ccc(C(=O)Nc2ccc(C(=O)N/N=C/c3c[nH]c4ccccc34)cc2)cc1	-3%	2	7%	u	u	3%	-17%	-5%[46.1 µM]	-2%	-2%	-12%
Cc1ccccc1Cn1c2ccccc2c2cnn(CC(=O)NCc3ccccn3)c(=O)c21	1%	-15	-12%	5%	3%	1%	-2%	-2%	6%	2%	-2%
Cc1ccc(-c2cc(-c3ccc(Cl)cc3)c(C#N)c(N)n2)o1	-4%	11	17%	-10%	6%	4%	i	-1%	-34%	-3%	1%
CCOc1ccc2[nH]c3c(NCCO)ncnc3c2c1	-8%	0	-21%	29%	11%	0%	9%	-9%	-29%	7%	-6%

Arranged by SMILES length (low to high): some entries from above.
SMILES	PTAP TSG101 blk	TSHR antag	a7 integrin act	ELG1 repair inh	BCR signal inh	AT treatment	S-ASM inh	TCR act	Eya2 inh	Mito fusion act	Tb PFK block
O=C1Nc2ccccc2N(O)N1c1ccc(Cl)c(Cl)c1	-10%	7	-21%	4%	u	-2%	-4%	-10%	0%	-2%	11µM*
Clc1cccc(N/N=C/c2ccc(N3CCOCC3)cc2)c1	-7%	0	3%	u	-8%	-3%	10%	2%	-1%	-8%	-13%
CCOc1ccc2cc(C#N)c(SCC(=O)NC(C)CC)nc2c1 (stereo not given)	x	-15	x	-10%	1%	-1%	x	x	-9%	-3%	-4%
